# CF NFkB block: inhibitors of PAF-induced NF-kB signaling, primary screen, cell-based, GFP fluorescence, uHTS; KKLEB NF-kB-GFP reporter, GFP fluorescence overnight; inhibition, % at 5 µM; 360,000 tested, 0.86% active; AID 588850, 2011;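 active = at least 50% inhibition at 5 µM, scaled per plate between neutral and stimulator controls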;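 note: PAF is a Pseudomonas aeruginosa culture filtrate used as stimulus; plate controls were PAF-stimulated DMSO wells for no effect and unstimulated DMSO wells for full effect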
# Shn3 3UTR inh: reduction of Shn3 3'UTR firefly luciferase signal, primary screen, Schnurri-3 inhibitor project, cell-based, Clone20 osteoblasts, set 2; Clone20 osteoblast Shn3 3'UTR firefly luciferase, 24 h; inhibition, % at 12.5 µM; 360,000 tested, 0.52% active; AID 588674, 2011;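 active = mean inhibition of at least 75% with every replicate also reaching 75%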;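 note: 0% = median of neutral control wells and 100% = pilot-screen positive control compound; some compounds past the cut are filed as inactive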
# TRPM1 prom inh: inhibitors of MITF-dependent TRPM1 promoter reporter, primary screen, cell-based, SK-MEL-5, single point, luciferase; inhibition, % at 12.5 µM; 330,000 tested, 0.83% active; SK-MEL-5 TRPM1 promoter luciferase, 24 h;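 active = mean inhibition across replicates of 60% or more, whatever share of single replicates reaches that level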; note: values of inactives mirror those of a sister screen read the other way
# HIF-2a block: HIF-2a reporter inhibitors, primary screen, luminescence, 786-0 RCC cells; 360,000 tested, 0.72% active; inhibition, % at 18.8 µM; 786-0 RCC cells HIF-2a reporter, luciferase luminescence, overnight;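 active = inhibition of the luminescence signal of 40% or more relative to plate controls, in a single-dose primary screen at 18.75 µM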
# Peg3 prom inh: Peg3 promoter-driven luciferase inhibitors, primary screen, cell-based, HeLa, luciferase luminescence; HeLa PEG-Prom luciferase reporter, overnight; inhibition, % at 20 µM; 360,000 tested, 1.7% active; AID 588405, 2011;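 active = inhibition of at least 50% at 20 µM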
# NR2E3 ag-1: inhibitors of NR2E3-RetCOR corepressor binding, primary screen, NR2E3 agonist project, biochemical, TR-FRET, GST-NR2E3, biotin-RetCOR; Photoreceptor-specific nuclear receptor (Homo sapiens), Q9Y5X4; 1536-well; inhibition of corepressor binding, % at 4.78 µM; 320,000 tested, 0.12% active; AID 2300, 2010;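 active = percent inhibition above the cutoff of mean plus 3 SD of all tested compounds, set per screening campaign, cut at about 20% in these data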;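 note: 0% = DMSO wells and 100% = biotin wells as full block of FRET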
# Target sequence (Q9Y5X4 whole entry, looked up): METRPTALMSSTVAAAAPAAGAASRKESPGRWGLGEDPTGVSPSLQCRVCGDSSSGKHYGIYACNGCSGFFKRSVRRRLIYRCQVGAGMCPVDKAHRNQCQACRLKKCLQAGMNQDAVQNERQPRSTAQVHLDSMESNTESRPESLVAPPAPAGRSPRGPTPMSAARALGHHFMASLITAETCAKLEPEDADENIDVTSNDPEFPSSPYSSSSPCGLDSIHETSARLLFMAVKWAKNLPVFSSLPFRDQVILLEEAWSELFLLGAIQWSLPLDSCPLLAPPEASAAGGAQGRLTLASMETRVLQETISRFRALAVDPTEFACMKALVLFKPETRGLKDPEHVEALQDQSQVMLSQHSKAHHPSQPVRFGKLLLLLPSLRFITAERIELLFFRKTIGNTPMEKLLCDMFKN
#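 System: GST-tagged NR2E3 plus biotinylated RetCOR corepressor; Amount: 1.35 nM GST-tagged NR2E3 final; Dosing: single nominal compound dose of 4.8 µM; Schedule: 5 h incubation at 4 °C; Technique: TR-FRET with europium anti-GST and streptavidin-D2, 340 nm excitation; Controls: biotin wells as high control, 0.6% DMSO wells as low control.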
# LMP1 NFkB inh: EBV LMP1-driven NF-kappaB luciferase reporter inhibitors, primary screen, cell-based, luminescence, single point; AID 504558, 2011; inhibition, % at 12.5 µM; LMP1-induced NF-kappaB luciferase reporter cells; 350,000 tested, 0.69% active; in the data active = inhibition above about 41%;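 note: 0% = neutral control wells and 100% = reference inhibitor control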
# KKLEB tox: cytotoxicity in KKLEB CF airway cells, primary screen, cytotoxicity control for CF NF-kB inhibitor project, cell-based, uHTS, fluorescence assay plates; KKLEB CF airway cells viability, ATPlite luminescence, overnight; active compounds read low; cells stimulated with P. aeruginosa culture filtrate; activity change (cytotoxicity), % at 5 µM; 360,000 tested, 0.36% active;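 active = corrected activity change at or below -50% at 5 µM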
# NR2E3 ag-2: NR2E3 agonists in two-hybrid cells, primary screen, cell-based, luminescence, CHO-S, Gal4-NCOR/VP16-NR2E3 | 360,000 tested, 0.35% active | Photoreceptor-specific nuclear receptor (Homo sapiens), Q9Y5X4 | inhibition of corepressor binding, % at 3.98 µM | AID 602229, 2012 | luciferase;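 active = inhibition above the mean of all tested compounds plus 3 SD, cut at about 70% in these data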;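 note: 0% = DMSO with NR2E3 transfected cells and 100% = cells lacking NR2E3 construct; higher means lower luciferase signal from less NR2E3 corepressor binding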
# hiPSC survival: enhancers of single-cell hiPSC survival, primary screen, ATPlite luminescence. 100% = ROCK inhibitor wells, 0% = DMSO. survival enhancement, % at 20 µM. 360,000 tested, 0.044% active. AID 602274, 2012; in the data active = survival enhancement above about 18%;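 note: cells exposed to compounds for 16 hours before the ATP read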
# TRAIL sens C8: viability loss with TRAIL in NB7+C8 cells, primary screen, TRAIL sensitizer project, cell-based, ATPlite luminescence | AID 624354, 2012 | inhibition (viability loss, TRAIL sensitization), % at 10 µM | 360,000 tested, 1% active;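 active = compounds causing at least 50% loss of cell viability in the single-dose screen, relative to plate controls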
# * = called active by the depositor; nt = no result given. A portion of the library. The share of hits here may be higher or lower than overall.
Molecule	CF NFkB block	Shn3 3UTR inh	TRPM1 prom inh	HIF-2a block	Peg3 prom inh	NR2E3 ag-1	LMP1 NFkB inh	KKLEB tox	NR2E3 ag-2	hiPSC survival	TRAIL sens C8
O=C(c1ccco1)N1CCN(S(=O)(=O)c2cccc(Cl)c2)CC1	26	-11	nt	12	1	-4	3	-8	14	-0.6	-34
CN(C)S(=O)(=O)c1ccc(Cl)c(NC(=O)CN2C(=O)NC(C)(C3CC3)C2=O)c1 (configuration not stated)	-7	11	11	23	18	-4	3	4	-34	-0.3	-9
CC(C)N1CCC1(C)C(=O)Nc1cccc2ccccc12 (configuration not stated)	-14	-10	nt	5	4	nt	nt	11	-5	2.1	-4
COc1ccc(OC)c(NC(=O)CSc2nnc(CNc3ccc(C)cc3C)o2)c1	-8	0	-4	15	20	2	11	8	4	-2.0	-9
CCOC(=O)N1CCN(C(=O)CN2C(=O)NC(C)(c3ccc4ccccc4c3)C2=O)CC1 (configuration not stated)	6	12	18	-6	6	-1	6	4	-19	0.6	13
COC(=O)c1ccc(NC(=O)c2cc3c(CO)cnc(C)c3oc2=Nc2cccc(C(N)=O)c2)cc1	-5	3	-2	9	8	1	29	-3	-17	-0.1	-3
CCC1NC(=O)c2cccnc2-n2c1nc1cc(F)ccc1c2=O (configuration not stated)	3	-9	nt	5	0	nt	-3	2	0	3.9	-18
Cc1ccc(-c2c(C(=O)NCc3ccc(F)cc3)oc(=O)c3ccccc23)cc1	-11	-18	12	21	-2	-2	-23	8	-3	2.2	-6
CC(Sc1nnc(Nc2ccccc2)s1)C(=O)NC1CCCc2ccccc21 (configuration not stated)	-8	-1	-14	7	-63	-1	-3	-1	10	-1.5	16
COc1ccc(C2=NN(CC(=O)NCc3ccco3)C(=O)CC2)cc1	-33	26	17	9	-2	-3	4	0	4	0.6	0
CN(C)c1ccc(NC(=O)COC(=O)CCC(=O)c2ccc(F)cc2)cc1	-2	-5	-6	11	1	-2	-15	0	-10	-1.3	-8
COc1cc(OC)nc(-n2ncc(Br)c(Br)c2=O)n1	91*	97*	93*	92*	104*	-2	65*	-94*	74*	-1.3	17
COCOCCn1cc(CN2CCS(=O)(=O)N(Cc3ccc(-c4ccc(Cl)c(Cl)c4)cc3)C(C(C)C)C2=O)nn1 (configuration not stated)	8	91*	nt	-50	61*	nt	-2	-7	20	1.5	7
Cc1ccc(-c2nc3ccccc3n3nnnc23)cc1	-35	-4	-33	-212	-151	nt	-65	2	-29	1.7	14
CCCCN(C)C(=O)C1CCN(CCCc2ccccc2)CC1	0	-7	-7	15	-4	0	-18	-1	-19	1.7	3
CC(C)c1ccc(O)c(NC(=O)c2cccnc2)c1	-16	-5	11	-11	-7	2	-3	1	-8	-0.6	-8
Cc1ccc(C)c(NC(=O)CSc2nnc(Cc3cccn3C)n2-c2ccc(F)cc2)c1	-5	7	0	0	2	3	-1	1	-31	1.0	3
Cc1ccccc1Cn1c2ccccc2c2cnn(CC(=O)NCCCN3CCOCC3)c(=O)c21	24	-11	13	5	-36	-3	-3	-6	-11	-0.5	-8
COc1ccccc1C1NC(=O)NC(C)=C1C(=O)OC1CCC(C)CC1 (configuration not stated)	5	-3	-18	7	11	-1	-4	-5	0	0.8	-16
CCCN(CCC)S(=O)(=O)c1ccc(C(=O)NNc2nc(-c3ccccc3)c3cc(Br)ccc3n2)cc1	-14	2	22	32	15	3	9	3	-3	-2.1	5
COC(=O)c1ccc(Nc2cc(C)nc3ccc(C)cc23)cc1	-9	7	76*	19	56*	-1	1	-7	-52	-0.7	20
O=C(Nc1ccc(F)cc1)OCCN1CCN(Cc2ccccc2)CCC1=O	6	12	-25	-134	-86	6	-6	6	33	-0.8	3
N/C(=N\OC(=O)CCC1CCCC1)c1ccccc1	-3	-62	-79	-112	-104	3	-12	10	-11	-2.7	-6
O=C1C(Cc2ccccc2)NC(=S)N1Cc1ccccc1 (configuration not stated)	5	14	8	13	-2	-1	1	10	3	0.7	-7
COc1ccc(-c2c(C#N)c(N)nc3c2CCCCCC3)cc1OC	16	10	8	10	1	-2	5	7	-6	-1.3	-13
COc1ccccc1CCNC(C)CCc1ccc(O)cc1 (configuration not stated)	-37	12	-7	21	6	3	-5	22	-6	-0.1	2
COc1ccccc1NC(C)C(=O)N/N=C/c1ccccc1OCc1cccc(Br)c1 (configuration not stated)	-3	-17	-12	-16	0	2	-75	-22	-35	1.1	-5
COc1ccccc1NC(=O)COC(=O)c1ccc2ccccc2n1	-6	-33	11	13	-4	nt	-5	-8	-12	-3.4	-3
Cc1nc2c(ccc3nc(NC(=O)Cc4cccc5ccccc45)sc32)s1	-13	-12	nt	-42	-15	3	4	-6	-12	1.1	23
COc1ccc(NC(=O)C2(C)Cc3c(-c4ccc5c(c4)OCO5)ccnc3O2)cc1OC (configuration not stated)	-32	6	nt	6	20	nt	nt	16	-7	0.5	0

# Some of these compounds in order of length of the SMILES, largest number first:
Molecule	CF NFkB block	Shn3 3UTR inh	TRPM1 prom inh	HIF-2a block	Peg3 prom inh	NR2E3 ag-1	LMP1 NFkB inh	KKLEB tox	NR2E3 ag-2	hiPSC survival	TRAIL sens C8
CCCN(CCC)S(=O)(=O)c1ccc(C(=O)NNc2nc(-c3ccccc3)c3cc(Br)ccc3n2)cc1	-14	2	22	32	15	3	9	3	-3	-2.1	5
COc1ccc(NC(=O)C2(C)Cc3c(-c4ccc5c(c4)OCO5)ccnc3O2)cc1OC (configuration not stated)	-32	6	nt	6	20	nt	nt	16	-7	0.5	0
Cc1ccccc1Cn1c2ccccc2c2cnn(CC(=O)NCCCN3CCOCC3)c(=O)c21	24	-11	13	5	-36	-3	-3	-6	-11	-0.5	-8
Cc1ccc(C)c(NC(=O)CSc2nnc(Cc3cccn3C)n2-c2ccc(F)cc2)c1	-5	7	0	0	2	3	-1	1	-31	1.0	3
COc1ccccc1NC(C)C(=O)N/N=C/c1ccccc1OCc1cccc(Br)c1 (configuration not stated)	-3	-17	-12	-16	0	2	-75	-22	-35	1.1	-5
O=C(Nc1ccc(F)cc1)OCCN1CCN(Cc2ccccc2)CCC1=O	6	12	-25	-134	-86	6	-6	6	33	-0.8	3
COc1ccccc1NC(=O)COC(=O)c1ccc2ccccc2n1	-6	-33	11	13	-4	nt	-5	-8	-12	-3.4	-3
O=C1C(Cc2ccccc2)NC(=S)N1Cc1ccccc1 (configuration not stated)	5	14	8	13	-2	-1	1	10	3	0.7	-7
CC(C)c1ccc(O)c(NC(=O)c2cccnc2)c1	-16	-5	11	-11	-7	2	-3	1	-8	-0.6	-8
N/C(=N\OC(=O)CCC1CCCC1)c1ccccc1	-3	-62	-79	-112	-104	3	-12	10	-11	-2.7	-6
COc1ccccc1CCNC(C)CCc1ccc(O)cc1 (configuration not stated)	-37	12	-7	21	6	3	-5	22	-6	-0.1	2

# Continued:
Molecule	CF NFkB block	Shn3 3UTR inh	TRPM1 prom inh	HIF-2a block	Peg3 prom inh	NR2E3 ag-1	LMP1 NFkB inh	KKLEB tox	NR2E3 ag-2	hiPSC survival	TRAIL sens C8
CCOC(=O)N1CCN(C(=O)CCCN2C(=O)CSc3nc(C)cc(C)c32)CC1	-14	3	-3	5	5	0	7	3	7	-1.8	5
CC(=O)Nc1ccc(CN(C)c2c(C)nc3ccc(C(=O)N(C)Cc4ccco4)cn23)cc1	15	-4	nt	14	7	nt	nt	-10	-38	-1.9	4
CC(=O)c1c(C)[nH]c(C(=O)CSc2nnc(C)s2)c1C	-14	-28	-26	-145	-75	-2	-11	-8	-8	0.0	2
O=C(Nc1nc2ccccc2[nH]1)c1ccccc1O	-10	-68	nt	-223	-249	0	-5	-7	-202	-0.4	49*
CCOc1ccc(C2/C(=C(/O)c3ccc(S(=O)(=O)N4CCCCC4)cc3)C(=O)C(=O)N2CCCOC)cc1OC (configuration not stated)	18	-5	-1	13	2	-1	-3	-15	0	-0.4	-12
COc1ccc(N(C)C(=O)c2oc(=O)c3ccccc3c2-c2ccccc2)c(OC)c1	-1	9	6	3	5	3	6	-3	2	0.6	-2
Cc1nc2ccc(N=NN(C)C)cc2[nH]1	-5	-14	9	5	5	-3	0	5	-23	0.8	-13
O=c1[nH]c(Cc2ccccn2)nc2scc(-c3ccccc3Cl)c12	-7	4	-3	15	8	-5	9	-1	-5	0.0	7
CCc1cccc(NC(=O)CCCCCC2NC(=O)NC2C)c1 (configuration not stated)	-12	-12	8	2	7	86*	-1	11	-7	0.9	1
CC(C)C(NC(=O)CSCc1ccc([N+](=O)[O-])cc1)C(C)C	-4	2	2	17	9	2	6	2	-22	0.1	15
Cc1cccc(C)c1OCCCCN1CCNCC1	-7	-53	9	1	7	2	4	5	8	-0.4	-10
CC(C)C(=O)Nc1nnc(S(=O)(=O)N(C)c2ccc(Cl)cc2)s1	8	-4	-2	7	12	nt	-3	3	9	0.6	3
Cc1ccc(/C=C/C(=O)Nc2ccc(Oc3ccccc3)cc2)o1	8	16	-8	-110	-74	0	2	-27	-30	-1.1	19
O=C(N/N=C/c1cc(Br)ccc1O)C(=O)Nc1ccccc1OC(F)(F)C(F)F	3	85*	66*	3	57*	-1	30	-12	-20	-1.6	9
Cc1nc(N2CCN(S(=O)(=O)c3ccccc3C#N)CC2)c2c(-c3ccccc3)csc2n1	11	0	39	18	54*	-1	-4	-18	-28	-0.3	8
Cc1cc(C)cc(N(CC(=O)NC(C)(C)C)C(=O)CNC(=O)c2cccs2)c1	12	-11	-6	13	1	-1	5	-4	4	-1.0	-3
COc1cc(C(=O)NCCc2ccc(S(=O)(=O)N3CCCC3)cc2)cc(OC)c1OC	0	57	4	20	10	-1	-13	5	-17	-1.5	-11
CN(CC(=O)NC(=O)NC1CCCCC1)CC(=O)Nc1ccccc1C(F)(F)F	-12	9	nt	5	17	nt	0	-4	4	-0.6	-9

# Assay outcomes from PubChem.
